# PL biosyn Enam – phospholipid synthesis inhibitors, CHO cells, primary screen, ZR-82 cells, Enamine library, screen 3; ZR-82 CHO cells, pyrene fatty acid UV survival, CellTiter Blue; peroxisome-deficient CHO-K1 mutant line; plus DGAT-1, DGAT-2 and ACAT inhibitors; calls only at 10 µM; hit rate 0.4% among 20,000; AID 1347385, 2020;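 active = cell survival signal 2 SD away from solvent-only control wells, confirmed on one or two retests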;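 also: 3 h compound exposure then viability read about one day after UV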
# Calls only; i = inactive. An excerpt; the hit share may differ from the screen's.
entry	Structure	PL biosyn Enam
1	NP(=O)(OCC(F)(F)F)Oc1ccc(Cl)cc1 (configuration not stated)	i
2	CN1CCN(c2ccc(S(=O)(=O)C(F)(F)F)cc2[N+](=O)[O-])CC1	i
3	O=P(NS(=O)(=O)c1ccc(Cl)cc1)(Oc1ccccc1)Oc1ccccc1	i
4	O=P(Nc1ccccc1F)(Oc1ccccc1F)Oc1ccccc1F	i
5	CC(C)=CCCC(C)CCNCCc1ccco1 (configuration not stated)	i
6	Cc1ccc(NP(=O)(OCC(F)(F)F)OCC(F)(F)F)c(C)c1	i
7	S=P1(OC2CCCCC2)C2=C(N3CCCC3)CCCC2=NN1c1ccccc1 (configuration not stated)	i
8	COP(=O)(OC)C(NC(=O)C(C)(C)C)=C(Cl)Cl	i
9	CCC(O)CN1CC2(C)CC1CC(C)(C)C2 (configuration not stated)	i
10	O=P(OC(c1ccccc1)C(F)(F)F)(c1ccccc1)c1ccccc1 (configuration not stated)	i
11	COC(=O)Cc1ccc(C(=O)NP(=O)(N2CCOCC2)N2CCOCC2)n1C	i
12	CN(C)c1ccc2c(c1)N=C(c1cccs1)OP2(=S)N1CCCCCC1 (configuration not stated)	i

# Following part:
entry	Structure	PL biosyn Enam
13	O=C(c1ccc[nH]1)C(Cl)(Cl)Cl	i
14	NCCc1nc2cc(C(F)(F)F)ccc2s1	i
15	CN1CCN(P(=S)(/C=C2\N(C)c3ccccc3C2(C)C)c2ccccc2)CC1 (configuration not stated)	i
16	c1ccc(-c2cnc[nH]2)cc1	i
17	O=c1cc(CN2CCC3CCCCC3C2)nc2ccc(Br)cn12 (configuration not stated)	i
18	CC(C)(C)P(=O)(c1ccncc1)N1CCCCCC1 (configuration not stated)	i
19	CC1(C)CC2CC(C)(CN2CCC(=O)O)C1 (configuration not stated)	i
20	CN(C)P(=O)(C(Cl)=C(N1CCCCC1)N1CCCCC1)N(C)C	i
21	COC(=O)CP(=O)(O)O	i
22	CCN(CC)[P+](C)(C1CCCCC1=O)N(CC)CC (configuration not stated)	i
23	NC(=O)CN=Cc1c(O)[nH]c(=O)[nH]c1=O	i
24	COCCN(CCOC)P1(=O)C=C(c2ccccc2)SC(c2ccccc2)=C1	i

# Going on with the list.
entry	Structure	PL biosyn Enam
25	COP1(=S)/C(=C2\N(C)c3ccccc3C2(C)C)C=NN1C (configuration not stated)	i
26	Cc1ccc(N=P(N(C)C)(N(C)C)C(C)(C)C)c(C)c1	i
27	CC(C)(C)c1nnc(NC(=O)C(Cl)(Cl)Cl)s1	i
28	Oc1ccc(/C=N/NP(=S)(c2ccccc2)c2ccccc2)cc1	i
29	N=c1sccn1Cc1ccccc1	i
30	Cc1ccc(Cn2ccccc2=N)cc1	i
31	CC1CN=C(Nc2cc([N+](=O)[O-])ccc2Cl)S1 (configuration not stated)	i
32	O=P(OCC(F)(F)C(F)(F)C(F)(F)C(F)(F)COP(=O)(Oc1ccccc1)Oc1ccccc1)(Oc1ccccc1)Oc1ccccc1	i
33	Oc1ccc(/C=N/NP(=S)(c2ccccc2)c2ccccc2)c(O)c1O	i
34	NC(=O)C(F)(Br)C(F)(F)F (configuration not stated)	i
35	CC12CCC3C(CC=C4CC(O)CCC43C)C1C/C(=C\c1ccc(OC(F)F)cc1)C2=O (configuration not stated)	i
36	C/C(=N\NP(=S)(c1ccccc1)c1ccccc1)c1cccs1	i

# An excerpt of these results, field by field:
[35] CC12CCC3C(CC=C4CC(O)CCC43C)C1C/C(=C\c1ccc(OC(F)F)cc1)C2=O (configuration not stated)
  PL biosyn Enam = i
[36] C/C(=N\NP(=S)(c1ccccc1)c1ccccc1)c1cccs1
  PL biosyn Enam = i

# The results go on:
entry	Structure	PL biosyn Enam
37	O=C1C(=O)c2ccccc2-c2ccccc21	i
38	Cn1cccc1C=C1C(=O)NC(=S)NC1=O	i
39	Cc1cc(C(=O)NP(=O)(N2CCOCC2)N2CCOCC2)c(C)n1C1CC1	i
40	CCCn1nc2ccccc2c1P(=O)(N1CCOCC1)N1CCOCC1	i
41	CN1CCN(c2ccc(N)cc2)CC1	i
42	CCCC(C)N1C(=O)CC(=O)NC1=S (configuration not stated)	i
43	CC1(C)CC2=NN(c3ccccc3)P(=S)(N3CCCCC3)C2=C(N2CCCCC2)C1 (configuration not stated)	i
44	CC1(C)CSC(Nc2ccc(F)c(Cl)c2)=N1	i
45	O=C1NC(=S)NC(=O)C1C1CCS(=O)(=O)C1 (configuration not stated)	i
46	C(=N\N1CCCCC1)/c1c[nH]c2ccccc12	i
47	CC(C)(C)P(=O)(N1CCOCC1)N1CCOCC1	i
48	O=c1c2ccccc2[nH]c(=S)n1-c1ncn[nH]1	i

# Grouped by structure, those above containing an NH in an aromatic ring
entry	Structure	PL biosyn Enam
13	O=C(c1ccc[nH]1)C(Cl)(Cl)Cl	i
16	c1ccc(-c2cnc[nH]2)cc1	i
23	NC(=O)CN=Cc1c(O)[nH]c(=O)[nH]c1=O	i
46	C(=N\N1CCCCC1)/c1c[nH]c2ccccc12	i
48	O=c1c2ccccc2[nH]c(=S)n1-c1ncn[nH]1	i

# Later entries
entry	Structure	PL biosyn Enam
49	S=P(N/N=C/c1c(Cl)cccc1Cl)(c1ccccc1)c1ccccc1	i
50	O=P(Nc1cccc(Cl)c1)(Oc1ccccc1F)Oc1ccccc1F	i
51	CN1CCC2(CC1)NC(=O)N(CN1CCCC1)C2=O	i
52	CC(C)(C)P(=S)(NC12CC3CC(CC(C3)C1)C2)C(C)(C)C	i
53	N=C1c2ccccc2CN1Cc1ccccc1	i
54	CC(C)(C)P(=S)(Nc1cccnc1)C(C)(C)C	i
55	CCNc1ccc(P(=S)(N(C)C)N(C)C)cc1	i
56	Cc1ccc2c(c1)P(=S)(N(C(C)C)C(C)C)C(N(C)C)=N2 (configuration not stated)	i
57	Oc1cc(Cl)cc(Cl)c1	i
58	CN(C)/C=C/C(=O)C(Cl)(Cl)Cl	i
59	CCN1C(=O)C(=C2C=C(C)OC(C)=C2)C(=O)N(CC)C1=S	i
60	O=C(O)C(Cc1cnc[nH]1)N1C(=O)c2ccccc2C1=O (configuration not stated)	i

# The listing continues.
entry	Structure	PL biosyn Enam
61	O=P(/C=C(\Cl)c1ccccc1)(/C=C(\Cl)c1ccccc1)N1CCOCC1	i
62	S=c1n(CN2CC=C(c3ccccc3)CC2)nc2sc3ccccc3n12	i
63	Cc1ccc(OP(=O)(Nc2cc(C)ccc2C)Oc2ccc(C)cc2)cc1	i
64	COC1=CCC2([N+](=O)[O-])CN(C)CC1([N+](=O)[O-])C2 (configuration not stated)	i
65	CN(C)c1ccc2c(c1)N=C(c1ccco1)OP2(=S)N1CCCCCC1 (configuration not stated)	i
66	O=[N+]([O-])c1ccc(O)c(Cl)c1	i
67	CCOP(=O)(OCC)C(NC(=O)c1cccs1)C(Cl)(Cl)Cl (configuration not stated)	i
68	CN(C)c1ccc(-[n+]2ccc(-c3cc[n+](-c4ccc(N(C)C)cc4)cc3)cc2)cc1	i
69	CC1CCc2c(sc3nc(C[N+]45CCN(CC4)CC5)[nH]c(=O)c23)C1 (configuration not stated)	i
70	O=P(Oc1ccccc1)(Oc1ccccc1)OC(c1ccccc1)C(F)(F)F (configuration not stated)	i
71	CCOP1(=O)Oc2ccccc2OCCOCCOCCOc2ccccc2O1	i
72	O=[N+]([O-])c1ccc(NC2CCSc3ccccc32)c2ccncc12 (configuration not stated)	i

# Brought forward from above: 4 entries, then new ones.
entry	Structure	PL biosyn Enam
69	CC1CCc2c(sc3nc(C[N+]45CCN(CC4)CC5)[nH]c(=O)c23)C1 (configuration not stated)	i
70	O=P(Oc1ccccc1)(Oc1ccccc1)OC(c1ccccc1)C(F)(F)F (configuration not stated)	i
71	CCOP1(=O)Oc2ccccc2OCCOCCOCCOc2ccccc2O1	i
72	O=[N+]([O-])c1ccc(NC2CCSc3ccccc32)c2ccncc12 (configuration not stated)	i
73	CC(C)OP(C)(=O)C(N)=O (configuration not stated)	i
74	CC(O)(CNC12CC3CC(CC(C3)C1)C2)c1ccc(Br)cc1 (configuration not stated)	i
75	C=Cn1ccnc1P(=S)(c1c(C)nn(-c2ccccc2)c1C)c1nccn1C=C	i
76	S=P(/C=C(\Cl)c1ccccc1)(/C=C(\Cl)c1ccccc1)N1CCOCC1	i
77	O=P(/C=C(\Cl)c1ccccc1)(/C=C(\Cl)c1ccccc1)Nc1ccc(F)cc1	i
78	CN(C)P(=S)(Nc1ccccc1)C(Cl)(Cl)Cl (configuration not stated)	i
79	NP(=O)(Oc1ccccc1F)Oc1ccccc1F	i
80	CCN(CC)P1(=S)C2=C(N3CCCCC3)CC(C)(C)CC2=NN1c1ccccc1 (configuration not stated)	i
81	C=Cn1ccnc1P(O)(=S)c1nc(C)c(CCOC(C)=O)s1 (configuration not stated)	i
82	CC(C)(OP(N)(=O)Oc1ccccc1)C(F)(F)C(F)(F)C(F)(F)C(F)F (configuration not stated)	i
83	CN(C)P(=O)(Nc1cccc(C(F)(F)F)c1)N(C)C	i
84	Cc1ccc(P(=S)(Nc2ccc([N+](=O)[O-])cc2)Nc2ccc([N+](=O)[O-])cc2)o1	i

# Further compounds.
entry	Structure	PL biosyn Enam
85	O=c1[nH]c(C[N+]23CCN(CC2)CC3)nc2sc3c(c12)CCC3	i
86	FC(F)(F)C(F)(F)C(F)(F)[P+]1(C(F)(F)C(F)(F)C(F)(F)F)Oc2ccccc2O1	i
87	CCN(CC)P(=S)(c1ccc(/C=N/NC(N)=O)s1)N(CC)CC	i
88	Cc1ccc(P(=S)(c2ccc(C)o2)N2CCOCC2)o1	i
89	O=P(O)(Oc1ccccc1)OC(c1ccccc1)C(F)(F)C(F)(F)F (configuration not stated)	i
90	Oc1cccc(/C=N/NP(=S)(c2ccccc2)c2ccccc2)c1	i
91	CN1/C(=C\P(=S)(C2CCCCC2)N2CCOCC2)C(C)(C)c2ccccc21 (configuration not stated)	i
92	O=[N+]([O-])c1ccc(N2CCCC2)c2ccncc12	i
93	S=P(/C=C/c1ccccc1)(c1ccccc1)c1ccccc1	i
94	Fc1cc(Br)ccc1C[N+]12CCN(CC1)CC2	i
95	COc1cccc(NP(=O)(Oc2ccccc2F)Oc2ccccc2F)c1	i
96	FC(F)Sc1ccc(NC(=S)NC2CN3CCC2CC3)cc1 (configuration not stated)	i

# Going on with the list.
entry	Structure	PL biosyn Enam
97	CN1/C(=C\P(=S)(Oc2ccc(/C=N/n3cnnc3)cc2)c2ccccc2)C(C)(C)c2ccccc21 (configuration not stated)	i
98	CN(C)CCOC(=O)NC(OCCN(C)C)C(Cl)(Cl)Cl (configuration not stated)	i
99	O=C1NC2CCCCN2Cc2sccc21 (configuration not stated)	i
100	Cc1nn(-c2ccccc2)c(C)c1P(=S)(N1CCCC1)C(C)(C)C (configuration not stated)	i
101	O=c1ccc(C(F)(F)Cl)c[nH]1	i
102	CN(C)c1ccc(P(=S)(N(C)C)N(C)C)cc1	i
103	Clc1cnc(N2CCNCC2)c(Cl)c1	i
104	O=[N+]([O-])c1cccc(NP(=O)(Oc2ccccc2)Oc2ccccc2)c1	i
105	Cc1noc(C)c1CC(=O)N1CCN(CC2CCCO2)CC1 (configuration not stated)	i
106	COC(=O)NC(O)C(Cl)(Cl)Cl (configuration not stated)	i
107	CCN(CC)P1(=S)N(c2ccccc2)N=C2C=C(C)c3ccccc3N21 (configuration not stated)	i
108	CC(C)OP1(=S)C2=C(N3CCCC3)CCCC2=NN1c1ccccc1 (configuration not stated)	i

# 3 structures from above, arranged by molar mass, ascending.
entry	Structure	PL biosyn Enam
41	CN1CCN(c2ccc(N)cc2)CC1	i
69	CC1CCc2c(sc3nc(C[N+]45CCN(CC4)CC5)[nH]c(=O)c23)C1 (configuration not stated)	i
62	S=c1n(CN2CC=C(c3ccccc3)CC2)nc2sc3ccccc3n12	i

# Compound activity (PubChem BioAssay)
